EPAC1 antag – antagonists of human EPAC1. O95398. EPAC1 GEF assay, Rap1b-BODIPY-GDP exchange fluorescence. Potency, µM (series often up to 115 µM), for the others: at the highest dose activity change, negative = inhibition, actives largely listed as inhibitors. actives 0.14% (n = 360,000). AID 720709;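 note: plate controls were vehicle for no effect and positive control for full effect; nearly all actives have a fitted effect of over 50% in size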
EPAC2 antag – blocks human EPAC2 exchange factor; Q8WZA2; EPAC2 GEF exchange of Rap1B-BODIPY-GDP, fluorescence; Potency, µM (doses to about 114 µM), for the others: at the top dose activity, negative = inhibition, usual class: inhibitors; actives 0.18% (n = 360,000); AID 720708; note: % is set by controls: 0 for no effect and ±100 for the full control effect; nearly all actives have a fitted effect of over 45% in size; many of its hits are not listed in these tables
aSyn yeast inh – rescues yeast growth from alpha-synuclein toxicity | Yeast expressing alpha-synuclein, growth rescue, BacTiter-Glo, 24 h | Potency, µM (top dose mostly 46.1 µM), without a hit: at the highest dose growth rescue (activation), usual class: activators | actives 0.14% (n = 370,000); note: % of control where 0% means no effect; nearly all actives have a fitted effect of over 65% in size
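Screening used galactose-induced yeast with toxic alpha-synuclein levels, exposed to compound for 24 hr at 30 deg C. Cell growth, read with BacTiter-Glo luminescence, gave the measured signal.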
PTHR1 agonist – agonists of human PTHR1 parathyroid hormone receptor. Q03431. HEK293 GP2 PTHR1 cells, GloSensor cAMP luminescence, 1 h. Potency, µM (highest dose often 115 µM), without a hit: top-dose activation, most hits filed as activators. actives 0.075% (n = 410,000); note: nearly all actives have a fitted effect of over 55% in size; some results filed as inactive show a strong effect at the top dose; inactives centre near -15; many of its hits are not listed in these tables
Target sequence (Q03431 whole entry, looked up): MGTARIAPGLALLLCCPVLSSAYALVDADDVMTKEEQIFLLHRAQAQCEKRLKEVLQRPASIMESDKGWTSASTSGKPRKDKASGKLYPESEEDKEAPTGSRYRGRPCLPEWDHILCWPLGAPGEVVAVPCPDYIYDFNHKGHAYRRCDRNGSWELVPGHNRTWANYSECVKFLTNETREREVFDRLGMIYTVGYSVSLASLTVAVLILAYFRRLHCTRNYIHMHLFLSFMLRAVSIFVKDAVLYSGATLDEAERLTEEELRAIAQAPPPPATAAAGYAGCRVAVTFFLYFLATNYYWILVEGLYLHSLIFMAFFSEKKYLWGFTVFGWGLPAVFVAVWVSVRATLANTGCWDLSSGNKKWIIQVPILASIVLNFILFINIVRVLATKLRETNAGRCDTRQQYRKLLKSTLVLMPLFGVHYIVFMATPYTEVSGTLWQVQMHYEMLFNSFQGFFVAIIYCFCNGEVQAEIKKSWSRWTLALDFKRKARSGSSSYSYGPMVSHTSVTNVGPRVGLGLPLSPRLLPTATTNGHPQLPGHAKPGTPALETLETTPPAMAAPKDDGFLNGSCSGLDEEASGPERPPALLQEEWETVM
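HEK-293-derived GP2 cells expressing PTHR1 and a GloSensor cAMP reporter, 3,000/well, plated overnight, given luciferin plus IBMX (each 0.5 mM as added) for 1 h at 37 °C, then compound for 1 h at 37 °C. Luminescence was read after 15 min at room temperature.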
EPAC1 agonist – activates human EPAC1 exchange factor; Potency, µM (highest dose often 154 µM), for inactives: at the highest dose activation, most hits filed as activators; EPAC1 agonist qHTS, biochemical assay; response scale: 100% = response to 6.5 mM cAMP; actives 0.073% (n = 360,000); note: nearly all actives have a fitted effect of over 60% in size
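EPAC1 100 nM, Rap1B–BODIPY-GDP 250 nM, unlabeled GDP 50 uM; compound titration; 5 min RT; kinetic read ex480/em540 at 5-min intervals ×30 min; data normalized to 6.5 mM cAMP agonist control.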
FUS suppressor – suppressors of FUS proteinopathy in yeast | AID 1347120 | Potency, µM (series often up to 76.6 µM), for inactives: at the top dose growth rescue (activation), hits mostly activators | actives 0.24% (n = 390,000) | S. cerevisiae FUS-expressing, growth rescue, OD600, 24 h;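 note: plate controls were DMSO vehicle for no effect and reference control for full effect; nearly all actives have a fitted effect of over 55% in size; some results filed as inactive show a strong effect at the top dose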
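Read-out: OD at 600 nm after 24hr at 30C, reporting rescue of FUS-induced yeast toxicity. Cells at OD 0.005 in galactose (2%) minimal medium; compounds tested in a dilution series; CP55940 titration from 92uM final as control.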
EPAC2 ag – activates human EPAC2 exchange factor; Q8WZA2; Potency, µM (doses to about 154 µM), inactives show at the highest dose activation, most hits filed as activators; AID 720711; actives 0.079% (n = 360,000); EPAC2 activation, biochemical qHTS; response scale: 100% = 6.5 mM cAMP response; note: nearly all actives have a fitted effect of over 50% in size
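Compounds were titrated in qHTS against a Rap1B-BODIPY-GDP (250 nM) complex with EPAC2 (100 nM) and GDP (50 uM). BODIPY-GDP release tracked at 480/540 nm over 30 min at room temperature, normalized to 6.5 mM cAMP.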
TDP43 rescue – inhibitors of TDP-43 toxicity in yeast | AID 652104 | Potency, µM (doses to about 46.1 µM), for inactives: at the highest dose growth rescue (activation), actives largely listed as activators | TDP-43 expressing yeast growth rescue, BacTiter-Glo, 24 h | actives 1.8% (n = 410,000); note: % of control where 0% means no effect; nearly all actives have a fitted effect of over 50% in size
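In this qHTS, compounds that restore growth of yeast expressing TDP-43 appear as activators. Cells (OD600=0.02, galactose medium, raffinose-pregrown) are incubated with compound 24 hr at 30 deg C and growth is quantified by BacTiter-Glo.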
An asterisk follows results filed as active; i = inactive; ? = inconclusive; · = not tested or not shown; & = joins results of further samples; [ ] = dose if it differs, or a comment. Calls come from the whole dose curve; as a rule, active = well fitted curve in the direction sought with a large enough effect; inconclusive = small, poorly fitted or top-dose-only effect, or another doubt; inactive = no such curve, though single readings can be large; an effect the other way counts as inactive or inconclusive. Potency is the fitted concentration of half-maximal effect. Some of the compounds tested (hit frequency here may not be typical).

1: CC12CCC3C(CCC4CC(=O)CCC43C)C1CC(=NO)C2=O (configuration not stated)
2: COc1ccccc1N1C(=O)NC(=O)C(CCc2ccncc2)(CCc2ccncc2)C1=O
3: COc1ccc(-n2nnnc2C(c2cccc3ccccc23)N2CCC3(CC2)C(=O)NCN3c2ccccc2)cc1 (configuration not stated)
4: Cn1c(O)c(/C=N/N2CCOCC2)c(=O)n(-c2ccccc2)c1=S
5: Clc1ccccc1N1CCN(Cc2ccc3c(c2)OCO3)CC1
6: CN1C(=O)C(=Cc2ccc(OCCN(C)c3ccccn3)cc2)C(=O)N(C)C1=O
7: COC(=O)C1=C(c2cccc(OC)c2OC)C[C@@H]2CC[C@H]1N2C(=O)NCCS(C)=O (some centres not stated)
8: CCCCn1c(N)c(C(=O)OCC2CCCO2)c2nc3ccccc3nc21 (configuration not stated)

entry no.	1	2	3	4	5	6	7	8
EPAC1 antag	2%	5%	-29%	2%	1%	-11%	29%	5%
EPAC2 antag	-2%	8%	7%	3%	-13%	3%	-2%	8%
aSyn yeast inh	1%	-9%	5%	-3%	0%	-2%	-1%	9%
PTHR1 agonist	i	i	-21%	i	-7%	-19%	-12%	-2%[57.5 µM]
EPAC1 agonist	10%	8%	3%	-3%	12%	-12%	1%	3%
FUS suppressor	·	3%	?	-5%	-7%	-24%	-21%	12%
EPAC2 ag	0%	1%	4%	0%	18%	5%	1%	-6%
TDP43 rescue	16µM*	-7%	20%	-3%	10%	4%	-3%	-6%

9: CC1(C)C(=O)CCC2C1=CCC1C2CCC2(C)C(O)CCC12 (configuration not stated)
10: COc1cccc(CN2CCN(C(=O)Cc3ccccc3OC)CC2)c1
11: CCOC(=O)c1ccccc1NC(=O)c1c(O)[nH]c(=O)[nH]c1=O
12: C[C@]12CCC3C(CC[C@H]4C[C@@H](O)CC[C@]34C)C1C[C@@H](N)[C@@H]2O (some centres not stated)
13: COc1ccc(CN2C(=O)NC(=O)/C(=C\c3ccco3)C2=O)cc1
14: O=C1NC(=O)N(Cc2ccco2)C(=O)/C1=C\c1ccc(-c2ccc(F)cc2)o1
15: C=CCN(CC=C)C(=O)Nc1ccc(OCC)cc1
16: CCOC(=O)c1c(C)n(CCOC)c2ccc(O)cc12

entry no.	9	10	11	12	13	14	15	16
EPAC1 antag	-6%	?	1%	0%	50µM*	?	15%	-6%
EPAC2 antag	0%	-3%	3%	7%	2%	-5%	6%	0%
aSyn yeast inh	-7%	-4%	-12%	-3%	0%	7%	-1%	-1%
PTHR1 agonist	i	-51%[inhibitor]	-23%	10%	-9%	-38%[inhibitor]	28%	i
EPAC1 agonist	7%	9%	1%	-9%	-6%	-2%	5%	-6%
FUS suppressor	15%	2%	-6%	41%	?	37%	-2%	21%
EPAC2 ag	4%	1%	5%	5%	4%	-2%	7%	-2%
TDP43 rescue	0%	11%	-23%	6%	-16%[9.22 µM]	-23%	-18%	-6%

17: C=CCC1(CCCCC)C(=O)NC(=S)NC1=O
18: O=C(Cn1cc(C(=O)c2ccccc2F)c2ccccc21)NC1CC1
19: CC(C)CN(C(=O)CN1CC=C(c2ccccc2)CC1)c1c(N)n(CC(C)C)c(=O)[nH]c1=O
20: CCN(CC)C(=O)c1ccc2c(c1)C1C(Cl)C(Sc3ccccc3[N+](=O)[O-])CC1C(C(=O)O)N2 (configuration not stated)
21: Cc1cc(C=C2C(=O)N(C)C(=S)N(C)C2=O)c(C)n1C1CCCC1
22: CCCNC(=O)c1c(N)n(Cc2ccco2)c2nc3ccccc3nc12
23: O=C(Cn1c2c(c(-c3ccccc3Cl)cc1=O)CCC2)N1CCC2(CC1)OCCO2
24: C=CCn1c(O)c(C(C)=NCc2cccnc2)c(=O)[nH]c1=O

entry no.	17	18	19	20	21	22	23	24
EPAC1 antag	-1%	12%	-2%	-24%	-2%	-19%	-12%	-14%
EPAC2 antag	-3%	8%	6%	8%	-3%	6%	6%	-25%
aSyn yeast inh	-3%	3%	6%	-23%	17%	2%	6%	0%
PTHR1 agonist	i	i	-46%[inhibitor]	27%	-13%[57.5 µM]	-9%	-2%[57.5 µM]	-19%[57.5 µM]
EPAC1 agonist	-6%	-5%	3%	2%	8%	16%	-3%	2%
FUS suppressor	·	6%	17%	40µM*	29%	47%	31%	?
EPAC2 ag	0%	3%	9%	9%	15%	13%	-2%	13%
TDP43 rescue	0%	-5%	-11%	-34%[inhibitor]	19%	-16%	-6%	-19%

25: Cc1ccc(CS(=O)(=O)CCC(=O)N2CCC3(CC2)OCCO3)cc1
26: Cc1cc(/C=C2\C(=O)NC(=O)N(c3ccccc3F)C2=O)c(C)n1-c1cc(C(=O)O)cc(C(=O)O)c1
27: c1ccc2cc(C3N4CCCN34)ccc2c1 (configuration not stated)
28: O=C1CN=C(c2cc([N+](=O)[O-])ccc2Cl)c2cc([N+](=O)[O-])ccc2N1
29: O=C(NCC(c1cccnc1)N1CCOCC1)Oc1ccccc1 (configuration not stated)
30: COc1nc(NC2CCCCC2)nc(NC(C)(C)C)n1
31: Cc1c(C(=O)c2ccccc2)c2ccccc2n1C
32: CC(C)[C@H]1CC2C3CC=C4C[C@@H](O)CC[C@]4(C)C3CC[C@]2(C)[C@H]1O (some centres not stated)

entry no.	25	26	27	28	29	30	31	32
EPAC1 antag	20%	-8%	1%	7%	-13%	-17%	-8%	-21%
EPAC2 antag	17%	12%	12%	2%	-1%	-20%	?	3%
aSyn yeast inh	3%	0%	0%	5%	3%	-22%	11%	-3%
PTHR1 agonist	-10%[57.5 µM]	?	-26%	i	?	-26%	-32%	i
EPAC1 agonist	-2%	19%	-15%	-5%	13%	-5%	-11%	-3%
FUS suppressor	12%	15%	-13%	9%	8%	15%	17%	14%
EPAC2 ag	6%	8%	3%	8%	0%	-1%	0%	-7%
TDP43 rescue	-27%	3%	0%	-23%	12%	15%	17%	-23%

33: NC(Cc1ccc(Cl)cc1)c1csc(Nc2ccccn2)n1 (configuration not stated)
34: CCCCC(=O)N/N=C/c1c(O)n(CCc2ccccc2)c(=O)[nH]c1=O
35: CN1C(=O)C(C2c3ccccc3C(=O)N2Cc2ccccc2)C(=O)N(C)C1=O (configuration not stated)
36: CCOP(=S)(OCC)Oc1cc(C)oc(=O)c1
37: CC(=O)C1CCC2C3CCC4CC(O)CCC4(C)C3CCC12C#N (configuration not stated)
38: CC1CN=C(Nc2ccc(F)c(Cl)c2)S1 (configuration not stated)
39: O=C(CN1C(=O)CCSc2ccccc21)N1CCC2(CC1)OCCO2
40: CC(=O)C1C2c3ccccc3OC1(C)N=c1s/c(=C/c3cnn(C)c3)c(=O)n12 (configuration not stated)

entry no.	33	34	35	36	37	38	39	40
EPAC1 antag	-4%	-12%	-1%	-1%	-9%	3%	-5%	3%
EPAC2 antag	-5%	1%	5%	3%	8%	0%	2%	-14%
aSyn yeast inh	-10%	-5%	-2%	-15%	1%	0%	-2%	-3%
PTHR1 agonist	-13%	i	i	0%	-11%	i	-43%[inhibitor][57.5 µM]	-2%[57.5 µM]
EPAC1 agonist	2%	2%	8%	-4%	9%	10%	0%	-7%
FUS suppressor	-4%	14%	-5%	-1%	-20%	8%	12%	13%
EPAC2 ag	9%	-1%	7%	7%	1%	17%	1%	-2%[15.6 µM]
TDP43 rescue	8%	12%	1%	1%	23%	-2%	-25%	-7%

Quoted at random: 6 records from the list.
17: C=CCC1(CCCCC)C(=O)NC(=S)NC1=O
24: C=CCn1c(O)c(C(C)=NCc2cccnc2)c(=O)[nH]c1=O
21: Cc1cc(C=C2C(=O)N(C)C(=S)N(C)C2=O)c(C)n1C1CCCC1
12: C[C@]12CCC3C(CC[C@H]4C[C@@H](O)CC[C@]34C)C1C[C@@H](N)[C@@H]2O (some centres not stated)
4: Cn1c(O)c(/C=N/N2CCOCC2)c(=O)n(-c2ccccc2)c1=S
13: COc1ccc(CN2C(=O)NC(=O)/C(=C\c3ccco3)C2=O)cc1

entry no.	17	24	21	12	4	13
EPAC1 antag	-1%	-14%	-2%	0%	2%	50µM*
EPAC2 antag	-3%	-25%	-3%	7%	3%	2%
aSyn yeast inh	-3%	0%	17%	-3%	-3%	0%
PTHR1 agonist	i	-19%[57.5 µM]	-13%[57.5 µM]	10%	i	-9%
EPAC1 agonist	-6%	2%	8%	-9%	-3%	-6%
FUS suppressor	·	?	29%	41%	-5%	?
EPAC2 ag	0%	13%	15%	5%	0%	4%
TDP43 rescue	0%	-19%	19%	6%	-3%	-16%[9.22 µM]

The list continues:
41: O=c1[nH]c(=O)n(CC2CCCO2)c(O)c1/C=C1\C=Nc2ccccc21 (configuration not stated)
42: Cc1cc(C(=O)O)c(C)n1C1CC1
43: C[C@]12CCC3C(CC[C@H]4C[C@@H](O)CC[C@]34C)[C@H]1C=CC2=O (some centres not stated)
44: CCCCCCCCN1C(=O)[C@H](CC(=O)NCCc2ccccc2OC)C[C@@]2(C(=O)OC)CCCCC=C12

entry no.	41	42	43	44
EPAC1 antag	-11%&1%	-19%	-14%	-13%
EPAC2 antag	-1%&-1%	5%	-6%	-23%
aSyn yeast inh	-3%&-1%	11%	13%	?
PTHR1 agonist	-16%&-1%	i	-25%	-88%[inhibitor]
EPAC1 agonist	1%&-6%	7%	-4%	-1%
FUS suppressor	18%	-6%	6%	?
EPAC2 ag	0%&-8%	5%	6%	0%
TDP43 rescue	-10%[1.82 µM]	-4%	?	?

Compounds 1–5 from above:
1: CC12CCC3C(CCC4CC(=O)CCC43C)C1CC(=NO)C2=O (configuration not stated)
2: COc1ccccc1N1C(=O)NC(=O)C(CCc2ccncc2)(CCc2ccncc2)C1=O
3: COc1ccc(-n2nnnc2C(c2cccc3ccccc23)N2CCC3(CC2)C(=O)NCN3c2ccccc2)cc1 (configuration not stated)
4: Cn1c(O)c(/C=N/N2CCOCC2)c(=O)n(-c2ccccc2)c1=S
5: Clc1ccccc1N1CCN(Cc2ccc3c(c2)OCO3)CC1

entry no.	1	2	3	4	5
EPAC1 antag	2%	5%	-29%	2%	1%
EPAC2 antag	-2%	8%	7%	3%	-13%
aSyn yeast inh	1%	-9%	5%	-3%	0%
PTHR1 agonist	i	i	-21%	i	-7%
EPAC1 agonist	10%	8%	3%	-3%	12%
FUS suppressor	·	3%	?	-5%	-7%
EPAC2 ag	0%	1%	4%	0%	18%
TDP43 rescue	16µM*	-7%	20%	-3%	10%
